# A350 fluor: A350 region autofluorescence; Compound autofluorescence, 340/450 nm, Alexa 350 dye-equivalents; stronger effect = higher value; max dye-equivalent concentration, M; actives 11% (n = 59,000); in the data active means max dye-equivalent concentration above about 10 nM; inconclusive means mostly about 1.1 nM to 9.6 nM
# HEK293 cAMP cs: parental HEK293 cAMP activation (counter-screen); actives 2.5% (n = 73,000); parental HEK293 CNG cAMP sensor, membrane potential fluorescence; Potency, µM (titrated, usually from 57.1 µM), for inactives: at the highest dose activation, actives largely listed as activators; further: potency means the concentration at half of the fitted maximal effect; % of control where 0% means no effect; nearly all actives have a fitted effect of over 55% in size
#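 Parental HEK 293 cells stably expressing a cAMP-gated CNG channel were loaded with membrane potential dye containing 100 uM RO 20-1724 for 60 min. Compound added for 30 min; depolarization read as fluorescence intensity at 590 nm.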
# Fluorescein fluor: compound fluoresces in the fluorescein spectral region. max fluorescein-equivalent concentration, M. AID 593. actives 0.91% (n = 59,000). Compound autofluorescence, 480/540 nm, fluorescein-equivalent; stronger effect = higher value; in the data active means max fluorescein-equivalent concentration above about 10 nM; inconclusive means between about 1.1 nM and that limit
#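 In this qHTS profile, compound fluorescence was measured with a 480 nm/540 nm filter pair following a 15-min room-temperature incubation in 100 mM Tris (pH 8.0). A six-point fluorescein series on each plate served for normalization.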
# Caspase-7 inhib: blocks human caspase-7 allosterically or competitively | P55210 | recombinant caspase-7, Ac-DEVD-AFC fluorescence rate | Potency, µM (top dose mostly 57.5 µM), inactives show top-dose activity change, negative = inhibition, most hits filed as inhibitors | actives 0.02% (n = 75,000) | AID 889; active means well fitted inhibition curve with a large enough effect in the main read-out, with a control signal flat, not every such curve was filed as active; inconclusive means small, poorly fitted or top-dose-only effect, or a change in a side signal; further: potency means the concentration at half of the fitted maximal effect; % of control where 0% means no effect
# Target sequence (P55210 24-198 limits assumed): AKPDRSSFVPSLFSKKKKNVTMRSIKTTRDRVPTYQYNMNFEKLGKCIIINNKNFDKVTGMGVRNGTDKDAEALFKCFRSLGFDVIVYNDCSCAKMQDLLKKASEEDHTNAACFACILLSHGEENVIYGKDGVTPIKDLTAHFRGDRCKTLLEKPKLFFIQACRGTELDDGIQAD
# Target sequence (P55210 207-303 limits assumed): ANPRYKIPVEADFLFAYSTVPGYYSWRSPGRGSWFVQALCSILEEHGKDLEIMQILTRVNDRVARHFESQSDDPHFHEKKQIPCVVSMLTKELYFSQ
# Rhodamine fluor: rhodamine region autofluorescence; Rhodamine-region fluorescence, 547/598 nm, Tris buffer; stronger effect = higher value; max dye-equivalent concentration, M; actives 0.05% (n = 59,000); in the data active means max dye-equivalent concentration above about 11 nM; inconclusive means between about 1.1 nM and that limit
#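 Compound fluorescence in 100 mM Tris, pH 8.0, read after 15 min at room temperature with 547 nm excitation and 598 nm emission. Output is dye-equivalent concentration from an on-plate rhodamine standard series.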
# Tau fil binding: binders of human tau filaments; P10636; recombinant tau filaments, thioflavin S fluorescence, 15 h; filaments grown with octadecylsulfate alongside compound; Potency, µM (doses to about 57.1 µM), without a hit: at the highest dose activity change, negative = inhibition; actives 2% (n = 71,000);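 further: potency means the concentration at half of the fitted maximal effect; on the % scale 0 is the no-effect control and ±100 the full control effect; actives lower thioflavin S fluorescence by blocking filaments or displacing dye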
#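 Thioflavine S fluorescence (ex 450, em 510 nm) reports filaments formed from 1 uM human tau plus 30 uM ODS over 15 h at 37 C (10 mM HEPES pH 7.4, 100 mM NaCl, 5 mM DTT); compounds displacing dye or blocking filaments lower signal.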
# FLuc inh: firefly luciferase inhibition; AID 411; purified firefly luciferase, luminescence, 8 min; actives 2.2% (n = 72,000); Potency, µM (series often up to 57.1 µM), inactives show at the highest dose activity change, negative = inhibition, actives largely listed as inhibitors; P08659; further: potency means the concentration at half of the fitted maximal effect; on the % scale 0 is the no-effect control and ±100 the full control effect; nearly all actives have a fitted effect of over 40% in size
#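 Luminescence read-out after 8 min at room temperature; enzyme reaction used luciferin plus 10 uM ATP (linear range) in imidazole buffer pH 7.2 with KCl, MgCl2, Tween 20 and BSA. Each sample was run as a titration.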
# ERK AVP inh: blocks ERK signaling stimulated by vasopressin; HEK293-V1b, vasopressin-stimulated pERK AlphaScreen; actives 0.99% (n = 72,000); Potency, µM (series often up to 57.5 µM), for the others: top-dose activity, negative = inhibition, hits mostly inhibitors; further: potency means the concentration at half of the fitted maximal effect; on the % scale 0 is the no-effect control and ±100 the full control effect; nearly all actives have a fitted effect of over 55% in size
#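 HEK293 cells stably expressing V1b receptor, seeded overnight in 1% FBS, were treated with compounds for 30 min at 37C, then stimulated 5 min with 25 nM vasopressin; phospho-ERK read by AlphaScreen SureFire after lysis.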
# Caspase-1 inhib: blocks human caspase-1 allosterically or competitively. Caspase-1 enzyme, Ac-WEHD-AFC fluorogenic rate. Potency, µM (highest dose often 57.5 µM), without a hit: at the top dose activity change, negative = inhibition, most hits filed as inhibitors. actives 0.03% (n = 75,000). AID 900;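 further: potency means the concentration at half of the fitted maximal effect; plate controls were vehicle for no effect and no substrate for full effect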
# Target sequence (P29466 120-297 limits assumed): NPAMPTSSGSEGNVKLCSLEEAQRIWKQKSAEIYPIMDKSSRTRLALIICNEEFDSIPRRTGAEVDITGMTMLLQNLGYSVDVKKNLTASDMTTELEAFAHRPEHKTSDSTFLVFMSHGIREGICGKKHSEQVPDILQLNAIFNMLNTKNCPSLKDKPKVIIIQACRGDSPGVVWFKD
# Target sequence (P29466 317-404 limits assumed): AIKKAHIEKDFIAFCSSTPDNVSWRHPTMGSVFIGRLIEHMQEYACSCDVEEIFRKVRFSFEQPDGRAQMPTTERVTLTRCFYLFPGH
# TexasRed autofl: compounds fluorescent in Texas Red spectral region; AID 587; Compound fluorescence, Texas Red channel, 547/618 nm; stronger effect = higher value; max dye-equivalent concentration, M; actives 0.06% (n = 59,000); in the data active means max dye-equivalent concentration above about 10 nM; inconclusive means between about 1.1 nM and that limit
#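 qHTS profiling of intrinsic compound fluorescence; 100 mM Tris pH 8.0; 15 min RT; ex 547 / em 618 nm; response expressed as Texas Red dye-equivalent concentration from six-point plate standard.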
# 4-MU autofl: compound fluoresces in the 4-MU spectral region | compound autofluorescence, 340/450 nm, 4-MU equivalents; stronger effect = higher value | actives 11% (n = 59,000) | max dye-equivalent concentration, M | AID 589; in the data active means max dye-equivalent concentration above about 10 nM; inconclusive means mostly about 1.1 nM to 9.6 nM
#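 Compounds in 100 mM Tris, pH 8.0, incubated 15 min at room temperature, then fluorescence read at 340 nm excitation/450 nm emission. Signal converted to 4-MU dye-equivalent concentration using an on-plate six-point 4-MU standard curve.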
# * = called active by the depositor; i = inactive; u = inconclusive; x = not tested or not shown; [ ] = another dose, or the depositor's remark. Unless noted, the call rests on the fitted dose curve; in most records, active means well fitted curve in the direction sought with a large enough effect; inconclusive means small, poorly fitted or top-dose-only effect, or another doubt; inactive means no such curve, though single readings can be large; an effect the other way counts as inactive or inconclusive. A portion of the library; rates above refer to the full screens.
SMILES,A350 fluor,HEK293 cAMP cs,Fluorescein fluor,Caspase-7 inhib,Rhodamine fluor,Tau fil binding,FLuc inh,ERK AVP inh,Caspase-1 inhib,TexasRed autofl,4-MU autofl
NS(=O)(=O)c1ccc(N=Nc2ncccc2O)cc1,u,-5%[11.4 µM],i,-4%[11.5 µM],i,-15%[11.4 µM],-4%[11.4 µM],-12%[11.5 µM],-2%[11.5 µM],i,u
C[C@@H](c1ccccc1)N1C(=O)[C@H]2[C@@H]3[C@H](O)C=CC(=O)[C@H]3CC[C@H]2C1=O,x,-2%[11.4 µM],x,1%[11.5 µM],x,x,1%[11.4 µM],29%[11.5 µM],0%[11.5 µM],x,x
O=C(C1CCCN(S(=O)(=O)Cc2ccccc2)C1)N1CCc2ccccc21 (stereo not given),i,7%,i,1%,i,-9%,-5%,-10%,-2%,i,i
Cc1ccc(NC(=O)C2CCCN(c3ncccn3)C2)cc1F (stereo not given),i,u,i,2%,i,-4%,-14%,-5%,-2%,i,i
CCN(CC(=O)Nc1cccc(C(C)=O)c1)S(=O)(=O)c1ccc(OC)cc1,i,-3%,i,-2%,i,-9%,-1%,-6%,0%,i,i
O=C(O)CNC(=O)[C@@H](CS)Cc1ccccc1,u,8%[25.6 µM],u,0%[25.7 µM],i,-10%[25.6 µM],10%[25.5 µM],13%[25.7 µM],-3%[25.7 µM],i,u
COc1ccc(OC(C)=O)c(C2c3cc(OC)c(OC)cc3CCN2C(C)=O)c1 (stereo not given),x,27%,x,-5%,x,-6%,0%,20%,-1%,x,x
Cc1ccc(NC(=O)c2noc3c2CCCCC3)cc1,i,-1%,i,-1%,i,57%,13µM*,13%,3%,u,i
C=C(CO)[C@H]1Cc2c(ccc3c(=O)c4c(oc23)COc2cc(OC)c(OC)cc2-4)O1,i,-4%,u,x,i,32µM*,-5%[11.4 µM],x,x,i,i
OCC#CCSc1nnc(-c2ccncc2)o1,i,1%,i,-1%,i,5%,3%,-8%,0%,i,i
O=C(c1ccc(-n2cnnn2)cc1)N1CCOCC1,u,x,i,x,i,x,-1%[25.5 µM],x,x,i,i
CCCCCCSC1=C(C#N)C(c2ccc(O)cc2)CC(=O)N1 (stereo not given),i,16%,u,3%,i,44%,3%,16µM*,-1%,i,i
CCOc1ccc(C2CC(c3cccc(OC)c3)Nc3ncnn32)cc1 (stereo not given),x,-3%[11.4 µM],x,0%,x,10%,5%,u,2%,x,x
COC(=O)CNC(=O)C1CCN(c2nc(C)cc(C)n2)CC1,i,-6%,u,0%,i,-10%,-2%,-3%,1%,i,i
COc1ccc(CCNC(=O)C2CCN(Cc3nc(-c4cccc(Cl)c4)oc3C)CC2)cc1OC,i,11%,i,-1%,i,78%,1%,-3%,-4%,i,i
O=C(CC(=O)N1CCN(c2ccccn2)CC1)Nc1ccc2nc3n(c(=O)c2c1)CCCCC3,x,-6%,x,-1%,x,20%,-14%,-15%,-1%,x,x
CCOc1ccc(Cc2nc(N)nc(N)n2)cc1,i,x,i,x,i,x,0%[25.5 µM],x,x,i,i
CCOc1ccc(NC2=NCCC(=O)N2Cc2cccs2)cc1,i,u,i,0%,i,-8%,2%,-5%,-3%,u,i
O=C(O)C1C2C=CC3(O2)C1C(=O)N1c2ccccc2C2OCCC2C13 (stereo not given),i,5%,i,0%,i,-13%,0%,-2%,0%,i,i
COc1ccc(Oc2cn[nH]c2-c2ccc(O)cc2O)cc1,u,2µM*,i,-1%,i,-9%,2%,-12%,-1%,i,i
CC(C)NC(=O)N1CC2(CCN(C(=O)c3cccn3C)CC2)C1,i,u,i,1%,i,2%,-1%[11.4 µM],-10%,-1%,u,i
O=C(O)c1cc(NCc2ccc3c(c2)OCO3)ccc1N1CCOCC1,u,u,u,-1%,i,-12%,-1%,-2%,-3%,i,2.1e-08M*
CC(=O)c1ccc(NC(=O)C2CC(c3ccc(F)cc3)=NO2)cc1 (stereo not given),i,-1%[2.29 µM],i,-1%,i,-1%,6%,19%,1%,i,i
C/C(CC/C(C)=N/O)=N/O,i,6%[11.4 µM],i,0%[11.5 µM],i,8%[11.4 µM],1%[11.4 µM],-12%[11.5 µM],1%[11.5 µM],i,i
Cc1cc(C(=O)NCc2ccc3c(c2)OCO3)n(-c2ccccc2)n1,x,17%,x,2%,x,8%,-1%,-25%,-1%,x,x
CCN(CC)S(=O)(=O)c1ccc2oc(SCc3ccc(F)cc3)nc2c1,i,u,i,0%,i,8%,0%,-7%,-4%,i,i
COc1ccc(NC(=O)N2CCC3(CC2)CCN(C(=O)c2cc(C(F)(F)F)cc(C(F)(F)F)c2)CC3)cc1,i,6%,i,-1%,i,4%,1%[11.4 µM],-5%,-1%,i,i
Cc1oc(-c2ccccc2F)nc1CS(=O)(=O)CC(=O)NCc1ccco1,x,u,x,-1%,x,4%,1%,-7%,-4%,x,x
O=c1c(CN2CCN(Cc3ccccc3)CC2)coc2ccc(Cl)cc12,x,11%[11.4 µM],x,0%,x,-13%[11.4 µM],-1%,-11%,-1%,x,x
CCn1c(Cn2nnc(-c3ccccc3)n2)nnc1SCC(=O)Nc1ccc(N(C)C)cc1,i,-20%,u,2%,i,-26%,-1%,-12%,-1%,i,i
Cn1c(=O)[nH]c(=O)c2c1nc(CN(Cc1ccccc1)Cc1ccccc1)n2CCN1CCOCC1,i,15%,i,1%,i,11%,-2%,6%,1%,u,i
CCOCc1cc(C)[nH]c(=O)c1C#N,2.7e-08M*,8%,i,3%,i,0%,-1%,-4%,-1%,i,2.9e-08M*
Cc1cccc(CS(=O)(=O)Cc2ccc(C(=O)NCCCN3CCOCC3)o2)c1,u,3%,i,-1%,i,3%,5%,9%,0%,i,i
O=C(CCn1c(=O)oc2ccccc21)N1CCN(C(c2ccccc2)c2ccccc2)CC1,i,24%,i,-1%,i,4%,1%,19%,-2%,u,i
Cc1cc2c3c(c1)C1(C(=O)N3C(C)(C)CC2C)C(C#N)=C(N)Oc2cc(O)ccc21 (stereo not given),i,-2%,i,-17%,i,-6%,-2%,u,-1%,i,i
O=C(NC(Cc1ccccc1)C(=O)O)OCc1ccccc1 (stereo not given),x,u,x,0%,x,1%[11.4 µM],3%,-1%,-2%,x,x
Cc1noc(C)c1S(=O)(=O)N(CC(=O)N1CCn2c1nc1ccccc12)c1ccc(C(C)C)cc1,x,9%,x,0%,x,5%,1%,-3%,1%,x,x
CCCc1cc(C(=O)Nc2sc3c(c2C(=O)OCC)CCCC3)no1,x,-3%,x,3%,x,-6%,3%,4%,-1%,x,x
O=C(c1cnccn1)N1CCC2(CC1)CN(c1ccccn1)C2,i,1%,u,1%,i,-12%,1%[11.4 µM],13%,0%,i,i
CNC(=O)[C@@H]1O[C@@H](n2cnc3c(NCc4cccc(I)c4)ncnc32)[C@H](O)[C@@H]1O,i,7%,u,1%,i,6%,3%,u,0%,u,i
Cc1nnc(NC2=NCCC2)s1,i,4%,u,0%,i,-1%,2%,0%,-3%,i,i
CCOC(=O)C1C(=O)CC(C)(O)C(C(=O)OCC)C1c1ccco1 (stereo not given),x,21%,x,0%,x,2%,1%,-21%,-1%,x,x
COC(=O)c1[nH]c(C)c(/C(O)=C2\C(=O)C(=O)N(CCN(C)C)C2c2cccc(OC)c2OC)c1C (stereo not given),u,7%,i,0%,i,-3%,1%,-1%,-3%,i,u
O=C(CCn1c(=S)[nH]c2cc3c(cc2c1=O)OCO3)N1CCN(C2CCCCC2)CC1,i,11%,i,-1%,i,4%,0%,-9%,-4%,i,i
C(=N\c1nc2ccccc2[nH]1)/c1cccs1,x,0%,x,0%,x,7%,7.9µM*,4%,-1%,x,x
CCc1ccccc1N1C[C@@]23C=C[C@@H](O2)C(C(=O)OCC(C)C)[C@H]3C1=O (stereo not given in full),i,4%,i,0%,i,-5%,2%,-2%,-1%,i,i
Cc1c(N=C/C=C/c2ccccc2)c(=O)n(-c2ccccc2)n1C,x,6%,x,-3%,x,1%,-5%,-2%,-5%,x,x
